WRN inhibitor – inhibitors of human WRN helicase; Q14191; WRN helicase unwinding, fluorescent forked duplex, kinetic; Potency, µM (highest dose often 114 µM), without a hit: at the highest dose activity change, negative = inhibition, most hits filed as inhibitors; hit rate 0.46% among 360,000; further: potency means the concentration at half of the fitted maximal effect; on the % scale 0 is the no-effect control and ±100 the full control effect; nearly all actives have a fitted effect of over 55% in size
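WRN at 20 nM final preincubated with compound 15 min at room temperature; reaction started with 100 nM fluorophore/quencher forked duplex oligonucleotide and 2 mM ATP final. Unwinding followed kinetically by red fluorescence (ex 525, em 598 nm).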
aSyn rescue – rescues yeast growth from alpha-synuclein toxicity | Potency, µM (top dose mostly 46.1 µM), inactives show at the top dose growth rescue (activation), most hits filed as activators | Yeast expressing alpha-synuclein, growth rescue, BacTiter-Glo, 24 h | AID 652106 | hit rate 0.14% among 370,000; further: potency means the concentration at half of the fitted maximal effect; % of control where 0% means no effect; nearly all actives have a fitted effect of over 65% in size
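Readout is rescue of growth in alpha-synuclein-expressing yeast, so inhibitors of toxicity appear as activators. Growth after 24 hr at 30 deg C in galactose medium is quantified by luminescence.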
EPAC1 antagonist – EPAC1 (human) antagonism; O95398; EPAC1 GEF assay, Rap1b-BODIPY-GDP exchange fluorescence; Potency, µM (series often up to 115 µM), inactives show top-dose activity change, negative = inhibition, most hits filed as inhibitors; hit rate 0.14% among 360,000; AID 720709;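 further: potency means the concentration at half of the fitted maximal effect; plate controls were vehicle for no effect and positive control for full effect; nearly all actives have a fitted effect of over 50% in size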
EPAC1 ag – EPAC1 (human) agonism; O95398; EPAC1 agonist qHTS, biochemical assay; response scale: 100% = response to 6.5 mM cAMP; Potency, µM (series often up to 154 µM), inactives show top-dose activation, hits mostly activators; hit rate 0.073% among 360,000; AID 720707; further: potency means the concentration at half of the fitted maximal effect; nearly all actives have a fitted effect of over 60% in size
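Nucleotide exchange by EPAC1 (100 nM) on Rap1B–BODIPY-GDP (250 nM) in the presence of 50 uM GDP is tracked fluorescently at 480/540 nm over 30 min. Signals are normalized to a 6.5 mM cAMP control.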
PLK1 PBD block – PLK1 (human) polo-box domain binding inhibition; Plk1 PBD binding of FITC phosphopeptide, fluorescence polarization; P53350; Potency, µM, for the others: max response, negative = inhibition, usual class: inhibitors; hit rate 2.8% among 360,000; further: potency means the concentration at half of the fitted maximal effect; series mostly up to about 57 µM; on the % scale 0 is the no-effect control and ±100 the full control effect; nearly all actives have a fitted effect of over 65% in size
Target sequence (P53350 whole entry, looked up, the tested form may be a part): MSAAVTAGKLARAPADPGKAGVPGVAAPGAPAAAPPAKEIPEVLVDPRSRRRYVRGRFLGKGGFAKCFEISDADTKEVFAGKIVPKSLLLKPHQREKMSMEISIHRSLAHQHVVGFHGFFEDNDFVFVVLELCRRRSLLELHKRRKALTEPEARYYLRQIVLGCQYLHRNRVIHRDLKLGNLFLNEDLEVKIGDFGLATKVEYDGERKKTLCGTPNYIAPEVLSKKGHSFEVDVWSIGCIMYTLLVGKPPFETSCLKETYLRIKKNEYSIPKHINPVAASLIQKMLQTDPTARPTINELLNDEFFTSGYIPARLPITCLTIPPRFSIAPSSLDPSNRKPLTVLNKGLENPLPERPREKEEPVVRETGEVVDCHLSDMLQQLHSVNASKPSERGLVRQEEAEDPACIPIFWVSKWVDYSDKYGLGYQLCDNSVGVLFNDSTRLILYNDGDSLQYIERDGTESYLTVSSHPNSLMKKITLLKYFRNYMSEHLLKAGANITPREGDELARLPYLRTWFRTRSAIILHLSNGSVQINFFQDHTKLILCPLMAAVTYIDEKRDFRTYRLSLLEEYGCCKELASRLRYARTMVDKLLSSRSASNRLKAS
FUS yeast rescue – suppressors of FUS proteinopathy in yeast | S. cerevisiae FUS-expressing, growth rescue, OD600, 24 h | Potency, µM (doses to about 76.6 µM), without a hit: at the top dose growth rescue (activation), actives largely listed as activators | hit rate 0.24% among 390,000 | AID 1347120;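 further: potency means the concentration at half of the fitted maximal effect; plate controls were DMSO vehicle for no effect and reference control for full effect; nearly all actives have a fitted effect of over 55% in size; some results filed as inactive show a strong effect at the top dose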
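Read-out: OD at 600 nm after 24hr at 30C, reporting rescue of FUS-induced yeast toxicity. Cells at OD 0.005 in galactose (2%) minimal medium; compounds tested in a dilution series; CP55940 titration from 92uM final as control.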
Abeta yeast res – A-beta toxicity reversal in yeast | AID 1347071 | Potency, µM (series often up to 46.1 µM), for the others: at the top dose growth rescue, usual class: activators | hit rate 0.063% among 410,000 | yeast expressing A-beta42, growth rescue, OD600, 48 h; response scale: 0% DMSO, 100% iron-clioquinol control; further: potency means the concentration at half of the fitted maximal effect; nearly all actives have a fitted effect of over 55% in size
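Growth rescue measured by 600 nm absorbance after 48 h yeast culture at 30 C with compound. Values normalized between DMSO and an equimolar ferric chloride plus clioquinol control.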
IL2 activator – activators of IL-2; IL-2 activation reporter assay, cell-based qHTS; stimulated with anti-CD3/CD4/CD28 beads; in transgenic mouse T cells; AID 652025; hit rate 0.065% among 360,000; activation, % (series mostly up to about 46 µM); in the data active means activation above about 50%; inconclusive means mostly about 30% to 49%; further: 0% is about no effect
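Screening format: compound pinned onto unstimulated transgenic mouse T cells, 60 min incubation, then anti-CD3/anti-CD4/anti-CD28 bead stimulation for 18 hours at 37 degrees C, followed by EGFP and DsRed detection.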
PI5P4K alpha inh – blocks human PI5P4K alpha kinase activity | max response, % | PI5P4Kalpha enzyme, ADP-Glo luminescence, 60 min; active compounds read low | P48426 | hit rate 1.2% among 330,000; active means max response of -50% or lower; inconclusive means between -30% and -50%; inactive means -30% or higher; further: value at the top dose of about 77 µM; on the % scale 0 is the no-effect control and ±100 the full control effect
Target sequence (P48426 whole entry, looked up): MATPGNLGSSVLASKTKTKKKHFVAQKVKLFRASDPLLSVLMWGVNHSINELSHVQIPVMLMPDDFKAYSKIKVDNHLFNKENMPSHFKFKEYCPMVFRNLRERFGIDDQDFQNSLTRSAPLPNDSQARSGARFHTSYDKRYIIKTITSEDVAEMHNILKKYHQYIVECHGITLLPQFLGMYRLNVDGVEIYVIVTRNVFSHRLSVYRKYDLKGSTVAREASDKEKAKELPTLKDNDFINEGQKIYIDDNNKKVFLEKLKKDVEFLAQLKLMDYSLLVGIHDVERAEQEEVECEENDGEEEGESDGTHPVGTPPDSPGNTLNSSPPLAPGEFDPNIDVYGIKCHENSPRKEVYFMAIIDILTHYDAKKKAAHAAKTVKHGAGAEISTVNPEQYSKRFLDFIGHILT
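Enzyme plus substrate dispensed, test compounds pinned in, then ATP (5 microM final) added. After 60 min at RT, ADP-Glo reagent 1 for 45 min and reagent 2 for 30 min preceded luminescence imaging.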
* marks the source's active call; other numbers are inactive results; ? = inconclusive; nt = not tested or not shown; & = joins results of further samples; [ ] = remark or other dose. Unless noted, the call rests on the fitted dose curve; in most records, active means well fitted curve in the direction sought with a large enough effect; inconclusive means small, poorly fitted or top-dose-only effect, or another doubt; inactive means no such curve, though single readings can be large; an effect the other way counts as inactive or inconclusive. An unsorted share of the library; any-hit rate near 4.1%.

smiles	WRN inhibitor	aSyn rescue	EPAC1 antagonist	EPAC1 ag	PLK1 PBD block	FUS yeast rescue	Abeta yeast res	IL2 activator	PI5P4K alpha inh
O=C1c2ccc(-c3nc4ccccc4o3)cc2C(=O)N1Cc1cccnc1	-2%	8%	-1%	6%	-11%	-7%	0%	-2.2	nt
Cn1c(Cn2c(=O)sc3ccccc32)nnc1SCC(=O)Nc1ccc(Cl)cc1	8%	-4%	-4%	14%	0%	14%	2%	-2.7	2
CC(=O)Nc1ccc(OC(=O)CC2SC(=O)NC2=O)cc1 (stereo unspecified)	4%	2%	-1%	1%	-9%	-5%	1%	-0.8	nt
CCN1CCN(C(=O)NS(=O)(=O)c2ccc(C)cc2)CC1	-2%	-4%	-3%	3%	-1%	-3%	3%	-0.1	6
CCOC(=O)C1CCN(C(=O)Cn2cc(C(=O)c3ccco3)c3ccccc32)CC1	-3%	-6%	2%	-9%	-4%	22%	7%	-1.0	nt
COC(=O)c1ccc2nc(-c3ccc(OC)c(OC)c3)c(Cc3ccccc3OC)n2c1	-3%	1%	-4%	17%	-2%	8%	-5%	-0.5	2
COC(=O)n1c(SC)nc2ccccc21	-7%	1%	-6%	-11%	27µM*	56%	-13%	-1.2	2
Cc1ccc(C)c(NC(=O)c2ccc3nccnc3c2)c1	7%	1%	-3%	6%	-16%	0%	1%	0.3	-7
O=C(O)c1cc(S(=O)(=O)Nc2ccc3oc(=O)sc3c2)ccc1O	28µM*	4%	-23%	19%	6.7µM*	6%	-4%	-0.4	-60*
Cc1ccc(OCC(=O)Nc2nnc(S(=O)(=O)N3CCCCCC3)s2)cc1	-3%	1%	1%	-15%	-4%	-10%&-20%	2%&-4%	-1.8	4
Cc1ccc(NC(=O)c2cc(S(=O)(=O)N3CCc4ccccc43)cn2C)cc1C	-7%	2%	?	11%	-12%	-22%	1%	-3.0	4
Cc1ccc2c(cnn2C(=O)CCC(=O)NC2CCCCC2)c1	-7%	1%	-7%	-5%	-14%	-18%	7%	-2.2	-6
O=c1[nH]c(-c2ccc(O)cc2)nc2scc(-c3cccs3)c12	-8%	-1%	-2%	4%	-1%	5%	6%	0.6	-9
CCCCC[C@H](C)N1C[C@H](COCc2ccccc2)Oc2cc(N3CCC[C@H]3CO)ccc2S1(=O)=O	-8%	13%	-27%	-25%	3%	40%	3%	-1.1	20
O=C(c1ccc(OC2CCN(Cc3ccccc3O)CC2)cc1)N1CCCCC1	-7%	1%	7%	5%	-2%	nt	4%	-2.5	9
COc1ccc(CCn2c(=N)c(C(=O)NCC3CCCO3)cc3c(=O)n4cccc(C)c4nc32)cc1 (stereo unspecified)	1%	0%	13%	-16%	-3%	3%	-12%	-0.6	5
CC(=O)Nc1ccc(C(O)(C(F)(F)F)C(F)(F)F)cc1	-8%	-1%	8%	0%	-4%	17%	-4%	0.2	-3
COCCCN(C(=O)C1CCC1)c1c(N)n(Cc2ccccc2)c(=O)[nH]c1=O	4%	-2%	5%	5%	-2%	nt	3%	-2.1	0
COc1ccc(C(=O)NCc2nnc(SCC(=O)N3CCOCC3)o2)cc1	-1%	2%	3%	20%	-3%	-40%	-1%	1.0	4
CCOc1ccc(C(=O)Nc2cc3c(cc2N2CCCC2)n(CC)c(=O)n3CC)cc1OCC	-5%	-2%	24%	-1%	-16%	39%	-1%	-2.6	2
FC(F)(F)c1cnc(NNC(=S)Nc2ccccc2)c(Cl)c1	-4%	?	-10%	2%	-9%	-28%	28%	1.9	?
COc1ccccc1C(=O)NCCC(=O)NCc1cccnc1	-1%	-10%	4%	7%	-4%	-25%	-16%	-0.4	6
COC(=O)C1CCN(C(=O)c2ccc(NC(C)=O)cc2)CC1	2%	2%	11%	-1%	1%	-12%	11%	-0.2	nt
NC(=O)c1ccccc1OCC(=O)NS(=O)(=O)c1ccc(Cl)cc1	1%	0%	-1%	-4%	-2%	13%	20%	-1.0	nt

Two successive compounds from above, quoted:
smiles	WRN inhibitor	aSyn rescue	EPAC1 antagonist	EPAC1 ag	PLK1 PBD block	FUS yeast rescue	Abeta yeast res	IL2 activator	PI5P4K alpha inh
COC(=O)C1CCN(C(=O)c2ccc(NC(C)=O)cc2)CC1	2%	2%	11%	-1%	1%	-12%	11%	-0.2	nt
NC(=O)c1ccccc1OCC(=O)NS(=O)(=O)c1ccc(Cl)cc1	1%	0%	-1%	-4%	-2%	13%	20%	-1.0	nt

In another format: results already given
Fields: WRN inhibitor	aSyn rescue	EPAC1 antagonist	EPAC1 ag	PLK1 PBD block	FUS yeast rescue	Abeta yeast res	IL2 activator	PI5P4K alpha inh
COCCCN(C(=O)C1CCC1)c1c(N)n(Cc2ccccc2)c(=O)[nH]c1=O
→ 4%	-2%	5%	5%	-2%	nt	3%	-2.1	0
COC(=O)C1CCN(C(=O)c2ccc(NC(C)=O)cc2)CC1
→ 2%	2%	11%	-1%	1%	-12%	11%	-0.2	nt

Some of these compounds in order of their number in EPAC1 antagonist, smallest number first:
| SMILES | WRN inhibitor | EPAC1 antagonist | PLK1 PBD block | IL2 activator | PI5P4K alpha inh |
| --- | --- | --- | --- | --- | --- |
| FC(F)(F)c1cnc(NNC(=S)Nc2ccccc2)c(Cl)c1 | -4% | -10% | -9% | 1.9 | ? |
| NC(=O)c1ccccc1OCC(=O)NS(=O)(=O)c1ccc(Cl)cc1 | 1% | -1% | -2% | -1.0 | nt |
| COCCCN(C(=O)C1CCC1)c1c(N)n(Cc2ccccc2)c(=O)[nH]c1=O | 4% | 5% | -2% | -2.1 | 0 |

(continued)
canonical_smiles	WRN inhibitor	aSyn rescue	EPAC1 antagonist	EPAC1 ag	PLK1 PBD block	FUS yeast rescue	Abeta yeast res	IL2 activator	PI5P4K alpha inh
COCCCNC(=O)c1ccccc1NS(C)(=O)=O	-3%	0%	6%	-7%	0%	13%	17%	-2.6	nt
Cc1ccc(NC(=O)CCc2nnc3ccc(NCc4ccco4)nn23)cc1F	-17%	-2%	4%	11%	-14%	?	-9%	-0.7	?
COc1ccc(C(=O)N2CCC2(C)C(=O)NC(C)C)cc1OC (stereo unspecified)	1%	-3%	9%	-14%	-4%	-20%	9%	-0.1	2
CCOC(=O)C1=CC[C@H]2c3c(c4ccccc4n3C)C(=O)C1N2Cc1ccccc1	-6%	-5%	-14%	-17%	-11%	6%	-16%	-1.8	6
CCN(CCCNC(=O)C1CCN(S(=O)(=O)N2CCC3(CC2)OCCO3)CC1)c1ccccc1	1%	0%	11%	-16%	-2%	10%	16%	0.0	nt
Fc1ccc(CNC(=S)Nc2ccc(OC(F)F)cc2)cc1	0%	0%	-13%	0%	3%	-17%	17%	0.7	8
CN[C@@H](C)C(=O)NC[C@H]1O[C@@H](n2cnc3c(N)ncnc32)[C@H](O)[C@@H]1O	0%	0%	-4%	3%	-6%	-23%	-3%	-0.3	-2
O=C(Oc1ccc2ccc(=O)oc2c1)C1CCCCC1	1%	7%	-3%	-4%	-15%	-10%	5%	-2.0	-5
COc1ccccc1NC(=S)N(Cc1ccc(C)cc1)Cc1cccnc1	-2%	4%	15%	-4%	-16%	1%	11%	-1.7	4
Cc1ccc(NC(=O)CCn2c(=O)oc3ccccc32)cc1	-18%	-6%	4%	-6%	?	-5%	-6%	2.8	0
CC(C)C[C@@H]1CN=C(N)N1C[C@@H]1CCCN1C[C@@H](C(C)C)N1C[C@@H](Cc2ccccc2)N(CCc2ccc(Cl)c(Cl)c2)C1=N	-4%	-6%	-10%	-15%	-13%	11%	-34%[inhibitor]	0.4	1
CN(C(=O)Cc1c[nH]c2ccccc12)C(C(=O)Nc1ccc2c(c1)OCO2)c1ccccc1 (stereo unspecified)	-12%	4%	-14%	3%	0%	?	1%	-3.9	-6
O=C(NN1C(=O)c2ccccc2NC1c1cccnc1)c1ccc([N+](=O)[O-])cc1 (stereo unspecified)	-10%	0%	-4%	-3%	4%	-34%	-21%	-0.7	1
CCOC(=O)CNC(=O)c1c2c(nc3ccccc13)CCCC2	-13%	0%	-3%	3%	-2%	-4%	11%	-0.2	nt
Cc1cccc(NC(=O)c2onc3c2CCCC3)c1C	-5%	-6%	15%	-4%	1%	15%	1%	0.0	-1
Cc1ccc(C(=O)NC2CCS(=O)(=O)C2)cc1S(=O)(=O)N1CCCCC1 (stereo unspecified)	5%	-2%	-8%	4%	-10%	8%	-10%	-0.3	9
Cn1nc([N+](=O)[O-])nc1N1CCOCC1	-3%	1%	-2%	1%	-8%	-8%	4%	1.7	1
O=C(O)CCC(NC(=O)c1ccc(Cl)cc1)C(=O)O (stereo unspecified)	0%	4%	13%	5%	-6%	-17%	2%	1.7	3
CC1CCCCC1NC(=O)COC(=O)c1cccn1C (stereo unspecified)	-1%	12%	-6%	6%	-5%	-10%	-13%	-0.2	9
COc1ccc(S(=O)(=O)N2CCOC23CCN(S(=O)(=O)c2cc(C)ccc2C)CC3)cc1	-7%	7%	11%	14%	2%	-2%	9%	-4.9	2
Cc1ccc(C)c(S(=O)(=O)Nc2cc3c4c(c2)CC(=O)N4CCC3)c1	1%	0%	1%	-7%	-2%	5%	0%	-0.9	-1
